# GALK inhibitor: inhibits human galactokinase; P51570; recombinant GALK, Kinase-Glo ATP luminescence, 1 h; Potency, µM (top dose mostly 57.5 µM), without a hit: at the highest dose activity, negative = inhibition, actives largely listed as inhibitors; 44,000 tested, under 10 active; AID 1347072;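 also: plate controls were full GALK reaction for no effect and reaction lacking GALK for full effect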
#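 Reactions with and without enzyme served as controls. GALK at 5 nM phosphorylates 100 uM galactose using 35 uM ATP (HEPES pH 8.0, Mg2+) for 1 h at RT, with luminescence read 10 min after adding Kinase-Glo Plus.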
# p53null 32C tox: p53 null cell cytotoxicity, permissive temperature. Potency, µM (titrated, usually from 46.1 µM), inactives show at the top dose activity change, negative = cytotoxicity, actives largely listed as cytotoxic. 0.62% of 55,000 active. H1299-neo p53 null cells, ATP luminescence, 24 h, 32C;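 also: potency is read from the fitted curve at half-maximal effect; 0% = DMSO only and -100% = full killing by 100 µM tamoxifen; nearly all actives have a fitted effect of over 55% in size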
#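 Cytotoxicity: H1299-neo (no p53), 32C, 24 h treatment. Concentrations up to 46 uM. Readout cellular ATP, luminescence. Normalization to DMSO basal and tamoxifen 100 uM maximal kill.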
# NTMT1 inhibitor: NTMT1 methyltransferase inhibition; Q9BV86; 2.5% of 59,000 active; NTMT1 MTase-Glo SAH luminescence, purified enzyme; Potency, µM (top dose mostly 114 µM), without a hit: top-dose activity change, negative = inhibition, hits mostly inhibitors;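 also: potency is read from the fitted curve at half-maximal effect; plate controls were DMSO vehicle for no effect and no enzyme for full effect; nearly all actives have a fitted effect of over 65% in size; many of its hits are not listed in these tables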
# Target sequence (Q9BV86 whole entry, looked up): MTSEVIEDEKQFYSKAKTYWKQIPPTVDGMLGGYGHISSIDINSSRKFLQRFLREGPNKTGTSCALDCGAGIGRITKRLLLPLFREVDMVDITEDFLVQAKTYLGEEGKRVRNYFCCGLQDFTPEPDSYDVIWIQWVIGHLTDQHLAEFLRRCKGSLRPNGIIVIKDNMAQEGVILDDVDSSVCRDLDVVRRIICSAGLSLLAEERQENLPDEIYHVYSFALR
# TSG101-PTAP inh: TSG101-PTAP interaction inhibition, HIV-1 budding; AID 1347069; Potency, µM (series often up to 115 µM), inactives show at the highest dose activity change, negative = inhibition, actives largely listed as inhibitors; Fluorescence polarization, FITC-PTAP peptide/Tsg101, 20 min; 44,000 tested, under 10 active; also: potency is read from the fitted curve at half-maximal effect; 0% is about no effect
#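 The Tsg101 binding domain, at 10 uM final, is mixed with compound and a FITC peptide bearing the PTAP motif (50 nM final). After 20 min at r.t., polarization is measured; actives defined by CRC class, efficacy cut-off 60% inhibition.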
# p53null 39C kill: p53 null cell cytotoxicity, nonpermissive temperature. 0.97% of 55,000 active. Potency, µM (series often up to 46.1 µM), for inactives: top-dose activity, negative = cell killing, actives largely listed as cytotoxic. H1299 p53-null (neo) cells, 39C, ATPlite viability, 24 h;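 also: potency is read from the fitted curve at half-maximal effect; 0% = DMSO only and -100% = full killing by 100 µM tamoxifen; nearly all actives have a fitted effect of over 50% in size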
#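 Cells seeded at 600/well, 37C overnight. Compound added (up to 46 uM), plates shifted to 39C for 24 hr. ATPlite added, luminescence read after 20 min at room temperature.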
# FH mod: Identification of activators of human fumarate hydratase by quantitative high-throughput screening | Fumarate hydratase, mitochondrial (Homo sapiens), P07954 | FH coupled MDH/diaphorase resazurin fluorescence, 15 min | Potency, µM (series often up to 79.9 µM), without a hit: at the highest dose activity change, negative = inhibition, most hits filed as inhibitors | 0.22% of 54,000 active | AID 1347055, 2019; also: potency is read from the fitted curve at half-maximal effect; % is scaled to controls: 0 for no effect and ±100 for the full control effect; the screen sought activators but most active calls are inhibition curves; nearly all actives have a fitted effect of over 45% in size
# Target sequence (P07954 whole entry, looked up): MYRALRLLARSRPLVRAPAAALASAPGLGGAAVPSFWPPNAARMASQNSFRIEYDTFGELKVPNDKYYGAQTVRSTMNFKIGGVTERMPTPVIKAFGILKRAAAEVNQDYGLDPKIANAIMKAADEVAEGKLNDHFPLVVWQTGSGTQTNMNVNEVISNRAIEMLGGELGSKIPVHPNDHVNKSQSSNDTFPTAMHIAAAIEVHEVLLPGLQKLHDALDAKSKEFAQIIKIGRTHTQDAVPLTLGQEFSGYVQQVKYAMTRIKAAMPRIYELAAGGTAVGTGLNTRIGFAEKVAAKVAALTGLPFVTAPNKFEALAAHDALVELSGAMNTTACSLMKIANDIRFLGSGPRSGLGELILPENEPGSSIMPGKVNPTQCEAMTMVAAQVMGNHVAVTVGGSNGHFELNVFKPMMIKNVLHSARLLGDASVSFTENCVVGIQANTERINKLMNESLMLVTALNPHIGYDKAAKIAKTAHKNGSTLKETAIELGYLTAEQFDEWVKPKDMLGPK
# B2AR arrestin ag: ADRB2 beta-arrestin recruitment; HTLA Tango cells, beta-arrestin recruitment, luciferase luminescence, 18 h; Potency, µM (series often up to 46.1 µM), for inactives: at the top dose activation, actives largely listed as activators; 44,000 tested, under 10 active; AID 1347077;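 also: potency is read from the fitted curve at half-maximal effect; 0% = DMSO and full agonism = EC100 isoproterenol or metaproterenol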
#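 Tango cell line, 1% FBS DMEM; cpd titration up to 46 microM; 18 hr, 37 degrees C, 5% CO2. Luciferin/ATP substrate mix added, 15 min RT, luminescence. %Activity, CRC fitting, curve-class categorization.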
# Active calls of the source: *; ? = inconclusive; · = no result given; [ ] = dose if it differs, or a comment. Calls follow the shape of the dose curve; as a rule, active = well fitted curve in the direction sought with a large enough effect; inconclusive = small, poorly fitted or top-dose-only effect, or another doubt; inactive = no such curve, though single readings can be large; an effect the other way counts as inactive or inconclusive.
Compound | p53null 32C tox | GALK inhibitor | TSG101-PTAP inh | p53null 39C kill | B2AR arrestin ag | NTMT1 inhibitor | FH mod
COc1cc2ccccc2cc1C(=O)N1CCN(c2nc3c(C)cc(C)cc3s2)CC1 | 28% | -8% | -10% | 7% | -1% | 15% | ?
COc1ccc(S(=O)(=O)c2c(Nc3cccc(Cl)c3)sc(C(=O)c3ccccc3)c2N)cc1 | 5% | 0% | 1% | -22% | -3% | 2% | -1%
CC(C)NC(=O)C1CCCN(c2ncnc3onc(-c4ccc(F)cc4)c23)C1 (configuration not stated) | 9% | 2% | -11% | 9% | 0% | -9% | -7%
COc1ccc(CNCCSc2nnnn2-c2ccccc2)cc1 | -4% | 1% | 0% | 9% | -5% | ? | 0%
CCc1ccc(CNC(=O)c2cnc3sc(N4CCOCC4)nn3c2=O)cc1 | 4% | 1% | -3% | -2% | 0% | 11% | 2%
Cc1ccc(CN(C(=O)COc2ccc(Br)cc2)c2ccccn2)o1 | -13% | -1% | -1% | -12% | -3% | -4% | -13%
Cc1cccc(OCCCCn2c(C3CC(=O)N(c4ccc(C)cc4C)C3)nc3ccccc32)c1 (configuration not stated) | 0% | 2% | 3% | ? | -3% | 11% | ?
Cc1ccccc1NC(=O)c1cc2c(-c3ccccc3)nn(-c3ccccc3)c2s1 | -2% | 0% | -3% | -12% | -1% | 6% | -11%
COc1ccc(-c2c(C)c3ccc(O)c(CN4CCCC4)c3oc2=O)cc1OC | -3% | 4% | -6% | 2% | 4% | -2% | 3%
COc1cc(-c2noc(CSc3nc(-c4ccc(F)cc4)cc(=O)[nH]3)n2)cc(OC)c1OC | -3% | -11% | -5% | 21% | 0% | 12% | -9%
CCc1ccccc1Nc1nn2c(=O)c3ccc(C(=O)NCCCOC(C)C)cc3nc2s1 | 20% | -1% | 0% | 6% | -2% | 6% | 1%
COc1ccc(NC(=O)CSc2nncn3c2cc2occc23)c(OC)c1 | -15% | 2% | 3% | 14% | 0% | -5% | ?
CC(=O)Nc1ccc(Nc2ccc3cc(S(=O)(=O)N4CCCCC4)ccc3n2)cc1 | 1% | -2% | -22% | -21% | 0% | 5% | ?
O=C(NCCCCc1ccccc1)c1nn(-c2ccccc2F)nc1CO | 1% | 3% | -1% | -12% | 1% | 4% | -13%
COc1cccc(NC(=O)c2cc3c(-c4ccc(Cl)cc4)nn(C)c3s2)c1 | 19% | 2% | 9% | 8% | 0% | 16% | -31%
Cc1ccc2c(c1)-c1c(cnn1CC(=O)Nc1ccccc1C#N)CO2 | 0% | 5% | 2% | -27% | 1% | 0% | -16%
O=C(Nc1c(C(=O)N2CCN(c3ccccc3F)CC2)oc2ccccc12)c1ccccc1F | -13% | 2% | -2% | -2% | 0% | -1% | -21%
CCOc1ccc(CNC(=O)C2CCCN(c3nnc(C)c4c(C)n(-c5ccccc5)nc34)C2)cc1 (configuration not stated) | -6% | 4% | -7% | 6% | 0% | ? | ?
Cc1ccc(C)c(Cn2c(=O)n(Cc3ccccc3)c(=O)c3c(C)c(C)sc32)c1 | 1% | 1% | 0% | -20% | 0% | 0% | -5%
COc1ccc(NS(=O)(=O)c2ccc3c(c2)oc(=O)n3C)cc1Cl | 9% | 8% | -2% | 0% | -2% | 14% | -9%
Cc1nc2c(-c3ccccc3)c(C)nn2c(C)c1CCC(=O)N1CCN(c2ccc(F)cc2)CC1 | 1% | 0% | -6% | -4% | 0% | -10% | ?
CCN1CCC(N(Cc2ccc(F)cc2)C(=O)Nc2cc(Cl)ccc2C(=O)OC)CC1 | -6% | 7% | -6% | -26% | 0% | -17% | 3%
C=Cc1ccc(Cn2c(=O)cc(C)c3c(C)nn(C)c32)cc1 | -11% | 0% | 2% | 3% | 0% | -8% | -41%
CCOc1ccc(N(C)C(CNS(=O)(=O)c2ccccc2)c2ccccc2)cc1 (configuration not stated) | 34%[activator] | -3% | -4% | 13% | -3% | -6% | ?
Cc1cccc(N2CCN(C(=O)c3ccc4c(c3)CCN4S(=O)(=O)c3ccccc3)CC2)c1C | 19% | -9% | -1% | 11% | -2% | 25% | -24%

# Continuation:
Compound | p53null 32C tox | GALK inhibitor | TSG101-PTAP inh | p53null 39C kill | B2AR arrestin ag | NTMT1 inhibitor | FH mod
Cn1c(C(=O)NCCc2ccccc2)cc2cc(S(=O)(=O)N3CCCCC3)ccc21 | -15% | -2% | 2% | -15% | 0% | 20% | -14%
O=C(NCCOCCn1c(=O)oc2ccccc21)Nc1ccc(F)cc1F | -13% | ? | 0% | 2% | -1% | 2% | -1%
COc1ccccc1N1CCN(c2ncc3c(n2)CCN(Cc2ccccc2C)C3)CC1 | -10% | -1% | 0% | 0% | -1% | -4% | 5%
CC1Cc2ccccc2N1S(=O)(=O)c1nnc(NC(=O)c2cccc(F)c2)s1 (configuration not stated) | -2% | 0% | -4% | -24% | 1% | 17% | -17%
O=C(NCCS(=O)(=O)N1CCN(c2ccccc2)CC1)C(c1ccccc1)c1ccccc1 | 3% | 4% | 5% | -1% | 0% | 1% | -14%
Cc1c(NC(=O)Nc2ccccc2C(F)(F)F)c(=O)n(-c2ccccc2)n1C | 1% | 2% | -4% | -4% | -1% | 2% | 6%
CC1CCN(c2ccc(-c3nc(-c4ccccc4)no3)cc2[N+](=O)[O-])CC1 | 71%[activator] | 1% | -8% | 26% | -2% | 6% | 3%
CCOc1ccc(CNC(=O)c2cnc3c(C)cccn3c2=O)cc1 | -2% | -5% | 0% | 5% | -3% | -18% | -5%
Cc1cc(C)c(NS(=O)(=O)c2ccc3c(c2)NC(=O)CCS3)c(C)c1 | -9% | 1% | -6% | 5% | -1% | -5% | -24%
Nc1c(-c2nc(-c3ccccc3Cl)no2)nnn1-c1ccccc1F | -9% | -6% | 0% | -16% | 0% | 6% | 8%
Cc1ccc(OCCCSc2nc(-c3ccc(C(C)(C)C)cc3)nc3cc(=O)[nH]n23)cc1C | 49%[activator] | 1% | -11% | ? | 0% | · | ·
CN1C(=O)c2ccccc2Sc2ccc(NC(=O)COc3ccc(Cl)cc3)cc21 | 7% | -3% | 2% | -13% | 0% | -3% | -15%
CCOc1ccc(C2=C(C(C)=O)Sc3nnc(C)n3N2C(C)=O)cc1 | ? | -1% | 0% | -5% | -1% | 0% | 9%
Cc1ccc(OCC(=O)OCc2cc(=O)n3nc(-c4cccs4)sc3n2)cc1C | 13% | 4% | 3% | -6% | 0% | 4% | -20%
COC(=O)CN1C(C(=O)c2ccccc2)=C(OC(=O)c2ccc(C)cc2)c2ccccc2S1(=O)=O | 15% | 4% | 1% | -12% | ? | 13% | -22%
CCC1CN(C(=O)NCc2ccc(C)cc2)c2ccccc2O1 (configuration not stated) | 19% | -1% | -10% | 3% | 0% | -1% | -3%
CC(C)C(NS(=O)(=O)c1ccc2c(c1)oc(=O)n2C)C(=O)NCCc1ccccc1 (configuration not stated) | -3% | -1% | -2% | -8% | 1% | -4% | 25%
CCN(CC)CCN(C(=O)c1ccco1)c1nc2cc(C)cc(C)c2s1 | -7% | -4% | -2% | -11% | -1% | ? | -2%
COc1ccc(OCC(=O)N(Cc2sccc2C)C2CCS(=O)(=O)C2)cc1 (configuration not stated) | -2% | 2% | -7% | 1% | 0% | -5% | -4%
Cc1ccc(NC(=O)CN2C(=O)CCc3cc(S(=O)(=O)N4CCOCC4)ccc32)cc1N(C)C | 2% | 0% | -6% | -3% | -1% | -5% | 3%
COc1cccc(CNS(=O)(=O)c2cc3[nH]c(=O)c(=O)[nH]c3cc2C)c1 | -6% | -4% | -1% | -19% | 0% | 11% | -15%
Cc1cc(C)n(-c2nc3ccccc3nc2Nc2ccc(Cl)c(C(=O)OC(C)C)c2)n1 | 1% | 4% | 0% | 9% | 1% | 7% | -2%
CCc1nc2ccccc2n2c(-c3ccc(C)cc3)c3c(=O)n(C)c(=O)n(C)c3c12 | 2% | 0% | 5% | 12% | 1% | -26% | -13%
COc1ccc(-c2csc(-c3c(N)c(C(=O)c4ccc(OC)c(OC)c4)n4ccccc34)n2)cc1 | 6% | -1% | 3% | -12% | -4% | 4% | 1%
CC1CCN(C(=O)c2cc3c(=O)n(C)c4ccccc4c3s2)CC1 | -12% | -4% | -1% | -28% | 1% | -3% | -23%

# More structures.
Compound | p53null 32C tox | GALK inhibitor | TSG101-PTAP inh | p53null 39C kill | B2AR arrestin ag | NTMT1 inhibitor | FH mod
Cc1ccc(Nc2c(-c3ccsc3)nc3cccc(C)n23)cc1 | 48%[activator] | 2% | -3% | ? | 1% | -11% | -18%
COC(=O)c1ccc(NC(=O)CN2C(=O)CC(c3ccccc3)Sc3ccccc32)cc1 (configuration not stated) | 6% | -1% | -3% | 7% | 1% | -10% | 1%
CCOc1ccc2nc(N3CCCC(C(=O)Nc4cc(Cl)c(OC)cc4OC)C3)sc2c1 (configuration not stated) | -24% | 0% | 0% | ? | 1% | 7% | -14%
CCC(=O)N1CCN(c2nc3c(C)cccc3s2)CC1 | -1% | 0% | -8% | 7% | -4% | 3% | 10%
COc1cc(NC(=O)c2cc3c(=O)oc4ccc(C)cc4c3s2)cc(OC)c1OC | -14% | 0% | -1% | -22% | -2% | ? | -20%
CCOc1ccc(-c2c(C)nn3c(C)c(C(=O)Nc4cccc(Cl)c4C)cnc23)cc1OCC | -5% | 0% | 0% | -9% | 1% | 8% | -4%
CC(C)(C)C(=O)Nc1nnc2n1CCS2 | -1% | 0% | 1% | 15% | 0% | 15% | 3%
COc1ccc(-c2csc3nc(-c4ccc(Cl)cc4)oc(=O)c23)cc1 | 9% | -13% | 0% | 11% | 1% | -3% | 4%
CCCC(=O)Nc1nnc(SCc2cc(=O)n3ccccc3n2)s1 | -14% | -2% | -9% | -10% | 1% | -3% | ?
CC1=C(c2ccc(C(C)C)cc2)S(=O)(=O)N=C1N1CCC(C(=O)Nc2ccc(C)cc2)CC1 | -4% | 0% | -1% | -25% | 0% | -13% | 1%
COc1ccc(C(=O)COC(=O)CCCC(=O)Nc2cc(C(F)(F)F)ccc2Cl)cc1 | 2% | ? | -3% | 18% | 0% | -1% | -13%
Cc1ccc(Cn2c(=O)c3c(nc4n3CCN4c3cc(C)cc(C)c3)n(C)c2=O)cc1 | 12% | 0% | -1% | -11% | 0% | 2% | 2%

# The list is partial (hit frequency here may not be typical).
